Furin inh: inhibitors of human furin; purified furin, fluorogenic substrate cleavage; inhibition, % at 30 µM; actives 0.061% (n = 220,000); AID 463115; in the data active means inhibition above about 25%; further: inactives centre near -15
thrombin 1536: blocks human thrombin protease activity. AID 1046. alpha-thrombin, Boc-VPR-AMC fluorogenic substrate cleavage. actives 0.26% (n = 220,000). inhibition, % at 5 µM;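 active means inhibition at or above 40%; inactive means inhibition below 40%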;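 further: 0% = enzyme with no compound and 100% = wells without enzyme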
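Material: Human alpha-thrombin protein | Buffer or medium: pH 7.5 Tris-saline with Tween 20 | Reagent: Boc-VPR-AMC substrate, 15 µM final | Schedule: Reaction at ambient temperature | Detection: AMC fluorescence at 355 nm excitation and 460 nm emission | Evaluation: Percent inhibition scaled between no-compound controls and no-enzyme blanks | Controls: no-compound enzyme wells and no-enzyme blanks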
Wee1 degr inh: human Wee1 degradation inhibition, primary screen. P30291. HeLa Luc-Wee1K328M stability, luciferase luminescence; 100% = proteasome inhibitor MG132 effect. reporter increase, % at 5 µM. actives 1.2% (n = 220,000). AID 1321;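 active means activation above the mean of all tested compounds plus 3 SD, set per screening run, cut at about 8.8% in these data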;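 further: cells exposed to compound for 20 h before luminescence read; 0% = DMSO alone and 100% = MG132 at 30 µM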
hK5 inh: blocks human kallikrein 5 protease activity; Q9Y337; recombinant hK5, fluorogenic AMC substrate cleavage; inhibition, % at 5 µM; actives 0.59% (n = 210,000);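 active means inhibition of 40% or more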;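 further: 0% = enzyme controls without compound and 100% = no-enzyme blanks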
KCC2 mod: modulates chloride dependent transport by human KCC2; Q9H2X9; B-score of Tl+ flux slope (higher = more flux/activation; lower = inhibition) at 10 µM; KCC2 cells, thallium flux FluoZin-2 fluorescence; actives 2.2% (n = 190,000);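 active means thallium flux slope and its plate-corrected score both differing from the plate sample mean at a set confidence after two filtering rounds, in either direction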;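 further: slope of fluorescence scaled to starting intensity during 10 to 20 s after thallium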
p97 ATPase inh: inhibitors of human p97 ATPase. actives 0.42% (n = 220,000). recombinant p97 ATPase, Kinase-Glo ATP luminescence, 3 h. inhibition, % at 8 µM. AID 1481; in the data active means inhibition above about 15%;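 further: 0% = DMSO vehicle and 100% = wells lacking enzyme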
FXIa inh 1536: factor XIa (human) inhibition; P03951; purified FXIa, Boc-Glu-Ala-Arg-AMC fluorogenic substrate; inhibition, % at 5 µM; actives 0.14% (n = 220,000);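 active means inhibition of at least 40%; inactive means inhibition below 40%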;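 further: fluorescence of freed AMC excited at 355 nm; 0% = enzyme without compound and 100% = no enzyme blank; many of its hits are not listed in these tables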
PERK inhibitor: human PERK inhibition, primary cell-based screen; CHO PERK-DD fusion, SEAP luminescence translation reporter; inhibition, % at 5.6 µM; Q9NZJ5; actives 0.17% (n = 220,000); AID 1416;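 active means inhibition above the mean inhibition of all tested compounds plus 3 SD, set separately per screening campaign, cut at about 2.9% in these data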;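 further: PERK kinase domain activated by AP20187 dimerizer at 100 nM; 0% = DMSO with dimerizer and 100% = rapamycin at 8.4 µM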
Target sequence (Q9NZJ5 whole entry, looked up, the tested form may be a part): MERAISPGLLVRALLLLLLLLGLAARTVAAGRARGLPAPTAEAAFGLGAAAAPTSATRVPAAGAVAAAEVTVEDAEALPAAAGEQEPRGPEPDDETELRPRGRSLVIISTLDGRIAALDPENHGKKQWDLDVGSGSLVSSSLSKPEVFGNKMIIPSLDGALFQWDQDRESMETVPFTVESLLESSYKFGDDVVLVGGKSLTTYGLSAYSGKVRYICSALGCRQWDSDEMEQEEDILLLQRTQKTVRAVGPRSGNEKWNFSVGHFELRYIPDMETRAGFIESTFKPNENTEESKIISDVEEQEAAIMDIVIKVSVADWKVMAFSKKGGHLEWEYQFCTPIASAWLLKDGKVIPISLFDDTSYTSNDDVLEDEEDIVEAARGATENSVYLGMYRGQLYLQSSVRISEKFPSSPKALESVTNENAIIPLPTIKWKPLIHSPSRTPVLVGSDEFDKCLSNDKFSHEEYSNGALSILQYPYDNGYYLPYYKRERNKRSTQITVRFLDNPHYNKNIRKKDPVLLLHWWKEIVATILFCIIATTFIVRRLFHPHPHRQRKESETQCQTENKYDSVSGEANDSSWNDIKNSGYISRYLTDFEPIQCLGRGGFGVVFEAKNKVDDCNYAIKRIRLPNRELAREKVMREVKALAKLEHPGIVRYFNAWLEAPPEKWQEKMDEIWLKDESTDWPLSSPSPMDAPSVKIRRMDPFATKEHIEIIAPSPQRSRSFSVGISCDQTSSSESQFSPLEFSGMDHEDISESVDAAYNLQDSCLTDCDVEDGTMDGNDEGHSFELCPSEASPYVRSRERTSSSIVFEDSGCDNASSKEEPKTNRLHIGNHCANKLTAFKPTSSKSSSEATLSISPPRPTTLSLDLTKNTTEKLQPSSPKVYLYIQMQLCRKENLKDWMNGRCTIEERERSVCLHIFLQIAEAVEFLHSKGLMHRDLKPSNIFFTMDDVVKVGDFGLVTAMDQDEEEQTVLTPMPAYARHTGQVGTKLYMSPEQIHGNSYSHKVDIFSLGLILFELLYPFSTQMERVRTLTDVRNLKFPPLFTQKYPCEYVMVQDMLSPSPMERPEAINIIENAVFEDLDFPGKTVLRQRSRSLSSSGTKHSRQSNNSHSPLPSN
FXIIa inh 1536: inhibitors of human coagulation factor XIIa. P00748. purified FXIIa, Boc-QGR-AMC fluorogenic substrate, 2 h. inhibition, % at 5 µM. actives 0.3% (n = 220,000). AID 800; in the data active means inhibition above about 40%;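 further: 0% = enzyme with no compound and 100% = blank without enzyme; many of its hits are not listed in these tables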
Numbers without * were called inactive; / = no result given; [ ] = remark or other dose. The order is random; 4.4% or so of the library scored in one or more.

SMILES | Furin inh | thrombin 1536 | Wee1 degr inh | hK5 inh | KCC2 mod | p97 ATPase inh | FXIa inh 1536 | PERK inhibitor | FXIIa inh 1536
O=C(Cn1nc(Cc2cccnc2)c2ccccc2c1=O)Nc1cc(F)ccc1F | -16 | -1 | 0 | -1 | -0.3 | 5 | 1 | 0.4 | 3
CCc1nc2ccc(C(=O)Nc3cccc(C(C)=O)c3)cc2nc1CC | -9 | -3 | -2 | -7 | 1.1 | 6 | 6 | 0.3 | 12
O=C(c1ccccc1Cl)N1CCn2c1nc1ccccc12 | -20 | -2 | 1 | 3 | 0.47 | 5 | 1 | 1.7 | 7
CCCC(=O)Nc1nc2ccc(OC)cc2s1 | -21 | -7 | -2 | -4 | 0.11 | 6 | 4 | -0.5 | 12
Cc1ccc(C(=O)N/C(=C\c2cn(-c3ccccc3)nc2-c2ccccc2)C(=O)N2CCOCC2)cc1 | -21[20 µM] | 5 | 0 | -9 | / | 5 | 3 | 0.7 | 8
Cc1ccc(NC(=O)Cn2nc(C(F)(F)F)c3c2CCC3)cc1 | -15[20 µM] | -4 | 8 | -16 | -1.5 | -5 | 0 | -0.2 | 5
CC1(C)c2ccccc2N2CC(=O)NC21/C=C/c1ccco1 (stereo unspecified) | -22 | 3 | -1 | -12 | -0.43 | 4 | 0 | 2.0 | 9
Cc1cccc(NC(=S)NCc2ccco2)c1C | -24 | -6 | 1 | -8 | 0.36 | 4 | 20 | 0.2 | 23
CCCC(C)C(=O)Nc1nc(C)c(-c2csc(Nc3ccccc3OC)n2)s1 (stereo unspecified) | 8[20 µM] | 8 | 0 | -11 | 0.96 | -5 | 6 | -0.9 | 9
CC(C)c1cc(C(C)C)n2nc(N)nc2n1 | -2 | 5 | -1 | 10 | -0.06 | -4 | 2 | -1.6 | 13
CCOC(=O)CCc1c(C)c2ccc(OCC(=O)N(CC)CC)c(C)c2oc1=O | 21[20 µM] | -7 | 1 | -1 | 1.2 | 2 | -1 | 0.2 | 8
CC(=O)Nc1ccc(S(=O)(=O)Nc2nc3ccc(C)cc3s2)cc1 | -9[20 µM] | -4 | 3 | 1 | -0.54 | -1 | -4 | 0.9 | -5
COc1c(F)c(F)c(C(=O)Nc2ccc3oc(-c4ccncc4)nc3c2)c(F)c1F | -17[20 µM] | -1 | 1 | -21 | 0.62 | 4 | 7 | 1.0 | -1
Cc1ccc(SC2CC(=O)N(c3ccc4c(c3)OCCO4)C2=O)cc1 (stereo unspecified) | -19 | 3 | 6 | -9 | -0.14 | 2 | -4 | 1.2 | 3
COc1ccccc1NC(=O)/C(C#N)=C/C=C/c1ccco1 | -11[20 µM] | 0 | 1 | -8 | 0.48 | 0 | 0 | 1.1 | 13
CCOC(=O)CCC(=O)Nc1ccc(S(=O)(=O)N2CCCCC2)cc1 | -24 | -3 | 0 | 2 | 0.98 | 3 | -4 | 0.6 | 5
COc1ccc(S(=O)(=O)N(C)C)cc1NC(=O)CSc1nc(N)cc(N)n1 | -10 | -1 | 6 | -6 | -0.91 | 0 | -2 | 0.7 | 8
CCc1cc(C(=O)COc2ccc(F)cc2)c(O)cc1O | -24 | -1 | 2 | / | / | 2 | 2 | 0.9 | 8
COc1ccc(S(=O)(=O)CCC(=O)N(C)c2ccc(OC)cc2OC)cc1 | 4[20 µM] | 0 | 4 | -1 | -0.41 | -6 | 0 | -0.7 | 10
O=C(NCc1ccccc1)c1cncc(Br)c1 | -13 | -2 | -4 | -14 | 3.2 | 1 | 3 | 0.5 | 8
Cc1ccc(NC(=O)CSc2nnc(-c3ccccn3)n2N)c(Br)c1 | -23 | 1 | -3 | 2 | -0.47 | 2 | 2 | -1.9 | 8
COC(=O)c1ccc(Sc2ccc(C)cc2)c(N)c1 | -13 | -3 | 0 | -3 | -0.39 | 4 | 2 | -0.9 | 6
COC(=O)C(NC(=O)c1ccco1)(Nc1nc(C)cs1)C(F)(F)F (stereo unspecified) | -21 | -6 | 0 | -11 | 0.98 | 1 | 35 | 1.0 | 54*
C=CCNC(=O)/C(C#N)=C/c1ccc(C(=O)O)cc1 | -20 | -1 | 2 | -3 | 0.5 | -2 | -5 | 0.6 | 6
Cc1ccc(-n2c(SCC(=O)Nc3cccc(S(=O)(=O)NC4=NCCCCC4)c3)nc3ccccc3c2=O)cc1C | -13 | -4 | 1 | -3 | 0.2 | 2 | 3 | -0.5 | 12
CS(=O)(=O)N(CC(=O)NCCSCc1ccco1)c1ccc(Cl)cc1 | -30 | -9 | 3 | 2 | -0.7 | 4 | -1 | 0.2 | 6
COC(=O)C(C(=O)Nc1ccc(OC)cc1)C1CCCCCC1 (stereo unspecified) | -8[20 µM] | -7 | 1 | 20 | 0.2 | -6 | 3 | -0.6 | 6
CCc1c(C)nc2c(OC)cccc2c1Cl | -32 | -6 | -2 | 3 | -0.75 | 3 | -1 | 0.5 | 5
O=[N+]([O-])c1cc(S(=O)(=O)Nc2cccc(Cl)c2)ccc1N=Nc1c(O)[nH]c2ccccc12 | -14 | 2 | 0 | -3 | -0.3 | 1 | 0 | 0.9 | 7
COc1cccc(C2C3=C(CC(C)(C)CC3=O)Nc3n[nH]c(C)c32)c1 (stereo unspecified) | -38 | -1 | -2 | / | 0.16 | 5 | -2 | 1.2 | 8
COc1ccccc1C1C=C(c2ccc(C)cc2)Nc2nnnn21 (stereo unspecified) | -6 | 0 | 2 | -3 | / | -7 | -9 | -0.3 | 4
COc1cc(OC)cc(-c2nnc(SCC(=O)NCc3cccs3)o2)c1 | -8[20 µM] | -5 | -1 | 4 | -0.42 | -1 | -11 | 0.2 | -3
CCOC(=O)c1ccc(CSC(=N)N)o1 | 2 | -2 | 7 | 0 | 0.061 | 5 | -1 | 0.3 | 7
CNC(=S)N1CCN(c2ccccn2)CC1 | -5 | 3 | 1 | -23 | 2 | 6 | 8 | 0.2 | 15
CCCOc1ccc(NC(=O)CC2C(=O)N(CC)C(=S)N2CCCN2CCN(Cc3ccccc3)CC2)cc1 (stereo unspecified) | -14 | -6 | 4 | -8 | -0.6 | 0 | 2 | -0.2 | 10
O=C(COC(=O)c1ccco1)Nc1ccc2c(c1)OCCO2 | -30 | 2 | 7 | -11 | / | 0 | 1 | 1.8 | 0
CCOC(=O)/C=C/C(=O)OCC(=O)Nc1ccc(Cl)cn1 | 4[20 µM] | -16 | 0 | -20 | 1.3 | -7 | 4 | -0.4 | -5
O=C(O)c1cccc(CSc2nnc(Cc3ccccc3)o2)c1 | -19[20 µM] | 2 | -2 | -1 | -1.1 | 3 | 5 | 0.0 | 16
CCOC(=O)N/N=C/c1c[nH]c2ccccc12 | -17 | 1 | -1 | 1 | / | 7 | 3 | 0.7 | 6
CC1CCN(S(=O)(=O)N2CCC(C(=O)NCc3cccnc3)CC2)CC1 | -22 | -3 | 3 | 5 | 0.14 | 1 | 0 | 1.0 | 5
Cc1ccc(NC(=O)CN(c2ccccc2F)S(C)(=O)=O)cc1 | -18[20 µM] | -7 | 0 | 21 | 0.0093 | 3 | -6 | -0.1 | -8
O=C(COc1cccc(F)c1)Oc1ccc(C(=O)c2ccccc2)cc1 | -18 | 23 | -1 | -21 | 0.2 | 5 | -4 | 0.8 | 7
Cc1onc(-c2ccccc2)c1C(=O)NCc1cccs1 | -17[20 µM] | 1 | 5 | 3 | / | -3 | 23 | -2.0 | 19
Cc1cc(NC(=O)COC(=O)CCCOc2ccc(Cl)cc2C)no1 | -8 | 1 | -2 | -5 | 0.019 | 3 | 2 | 1.5 | 13
Cc1cc(NC(=O)c2ccc3nc(C)sc3c2)no1 | -25 | 0 | 0 | 4 | / | 2 | 1 | 0.0 | 3
Cc1c(NC(=S)NC(=O)C(C)(C)C)c(=O)n(-c2ccccc2)n1C | -11 | -6 | -1 | -11 | 1.6 | -7 | -5 | -0.1 | 2
COc1cccc(CC2(CO)CCCN(Cc3cnn(-c4ccccc4)c3)C2)c1 (stereo unspecified) | -19 | -13 | -3 | -1 | 0.065 | -3 | 0 | -0.7 | 6
Cc1ccc(OCc2ccc(C#N)cc2)c(C(=O)c2cc(C#N)c(=O)n(C3CC3)c2)c1 | -20 | -13 | -3 | -6 | 0.85 | 7 | 2 | 0.6 | 5
C=CCNc1nc(N)c(C(=O)c2ccc3c(c2)OCO3)s1 | -11 | 3 | 1 | -4 | 0.0035 | -3 | -1 | -1.5 | 4
Cc1nn(C)c(C(=O)NNC(=S)Nc2ccc(F)cc2)c1[N+](=O)[O-] | -6[20 µM] | 1 | 3 | -58 | 0.65 | -1 | -12 | -0.3 | 5
O=C1CC(c2ccc(F)cc2)C2=C(CCCC2=O)N1 (stereo unspecified) | -5 | -4 | -2 | 13 | / | 10 | -1 | 2.1 | -11
CC1=CC=CC2=NC(=O)CC(C)(C(=O)O)N12 (stereo unspecified) | -12 | -13 | -2 | -5 | 1.1 | 4 | -3 | 1.1 | 3
C/C(N)=C(/C#N)C(=O)CSc1nnc(-c2ccc3c(c2)OCO3)o1 | -3[20 µM] | -6 | 1 | -19 | -0.66 | -3 | 6 | -0.1 | 0
CCNC(=O)c1sc(=S)n(CC)c1N | -2 | -5 | 2 | -4 | -0.06 | 2 | -8 | 2.2 | 0
CCOc1ccccc1C1NC(=O)NC(C)=C1C(=O)OC1CCCCC1 (stereo unspecified) | -23 | -11 | 3 | -16 | / | -2 | -4 | -0.1 | 6
O=C(CNC(=S)N(Cc1ccccc1)Cc1cccnc1)NCCc1ccccc1 | -28 | -1 | 3 | -8 | 0.25 | 0 | 7 | -0.8 | 15
Cc1ccc(OCC(=O)Nc2ccc(S(=O)(=O)N3CCN(C)CC3)cc2)cc1 | -27[20 µM] | 3 | 2 | -9 | -0.3 | 1 | 8 | 1.0 | 18
CCCNC(=O)NC1CCCc2ccccc21 (stereo unspecified) | -30 | 3 | 3 | 4 | 1.2 | 2 | -1 | 0.5 | 12
COc1cc2ccccc2cc1C(=O)NC(=S)Nc1cccc(C(=O)O)c1C | -3 | -9 | 1 | 2 | -2.2 | 6 | 2 | 2.0 | 2
O=C(O)CCn1c(=S)n(CCC(=O)O)c2ccccc21 | -11 | -3 | 1 | -1 | -0.92 | -2 | -5 | -0.2 | 6

Single entries from the entries so far:
`O=C(Cn1nc(Cc2cccnc2)c2ccccc2c1=O)Nc1cc(F)ccc1F` in p97 ATPase inh = 5
`COC(=O)c1ccc(Sc2ccc(C)cc2)c(N)c1` in thrombin 1536 = -3

(listing goes on)
SMILES | Furin inh | thrombin 1536 | Wee1 degr inh | hK5 inh | KCC2 mod | p97 ATPase inh | FXIa inh 1536 | PERK inhibitor | FXIIa inh 1536
O=C(c1ccccc1F)N1CCN(c2ncccn2)CC1 | 2[20 µM] | 3 | 5 | 1 | 0.069 | -6 | 7 | -0.1 | 24
CCCCN1CCc2c([nH]c3ccccc23)C1=O | -4 | 1 | 2 | 6 | -0.61 | -1 | 1 | 0.4 | 5
O=C(O)c1cc(-c2ccc3c(c2)OCO3)nc2ccccc12 | -14 | 2 | 0 | -6 | 0.046 | 4 | 9 | 0.4 | 15
CCc1ccc(/C=N/NC(=O)Cc2cccn2C)cc1 | -14 | -6 | 2 | -2 | 0.21 | 5 | -6 | -0.1 | -2
CCN(CC)S(=O)(=O)c1cc(NC(=O)COC(=O)c2ccc(NC(=O)CC#N)cc2)ccc1C | -22 | 4 | -1 | -7 | -1.3 | 3 | -2 | 0.6 | 6
O=C(N/N=C/c1cccs1)C(=O)Nc1cccc(Cl)c1 | -12 | -7 | 7 | -5 | -0.05 | 2 | -5 | 1.3 | 3
